SK-BR-3 tox 24h – SK-BR-3 proliferation inhibitors; AID 847; 41,000 compounds, 0.47% hits; SK-BR-3 viability, CellTiter-Glo ATP luminescence, 24 h; stronger effect = lower value; viability, % at 10 µM;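 active = viability at or below the median of all test compounds minus 3 SD, in both replicates if run twice, cut at about 45% in these data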;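 also: 100% = median untreated cell wells and 0% = median positive control drug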
Active calls of the source: *.

SMILES | SK-BR-3 tox 24h
Oc1ccc2nc(Cc3ccccc3)[nH]c2c1 | 102.5
COC(=O)c1ccc(NC(=O)CSc2nnc(CNc3ccc(OC)cc3)n2C)cc1 | 79.5
CCc1nnc(NC(=O)CSc2nnc(COc3ccccc3)n2Cc2ccccc2)s1 | 68.3
Cn1nnc(NC(=O)c2ccco2)n1 | 89.7
Cc1cc(NC(=O)CSc2nc3ccccc3[nH]2)no1 | 85.2
O=c1[nH]n(CC2COC3(CCCCC3)O2)c(=O)c2ccccc12 (stereo not drawn) | 85.2
COc1ccc(C2C3=C(N=C4SCC(=O)N42)c2ccccc2CC3)cc1OC (stereo not drawn) | 108.0
CC(C)(C)NC[C@H](O)COc1nsnc1N1CCOCC1 | 77.8
CC1Cc2ccccc2N1C(=O)CCS(=O)(=O)c1cccs1 (stereo not drawn) | 107.7
O=C1NCC(COCC2CC=CCC2)O1 (stereo not drawn) | 120.9
CCOC(=O)C(Cc1cc(C(C)=O)ccc1OC(C)C)C(=O)OCC | 110.9
C=CCn1c(SCCC#N)nnc1-c1ccncc1 | 106.7
c1ccc(N2CCN(c3cnccn3)CC2)nc1 | 90.5
Cc1ccc2[nH]c(-c3ccccc3)c(CN3CCN(C)CC3)c(=O)c2c1 | 118.7
COc1ccc(C2SCC(=O)N2c2c(C)n(C)n(-c3ccccc3)c2=O)c(OC)c1 (stereo not drawn) | 119.4
CC(C)CNC(=O)c1cccc(C(=O)NCC(C)C)c1 | 88.2
CCC1Oc2ccccc2N(CC(=O)Nc2ccc(OC)cc2OC)C1=O (stereo not drawn) | 106.3
COc1ccc(Cl)cc1C(=O)NCC(C)C | 104.9
O=C(NCCCc1ccccc1)c1ccc(Br)o1 | 94.7
O=C(CSc1nnc(-c2ccco2)n1-c1ccccc1)N1CCOCC1 | 97.5
CCOC(=O)c1nc(N)c(C(=O)OCC)[nH]1 | 100.5
CCN1C(=S)SC(=O)C1=C1C=C(C)N(CCOC)C(C)=C1 | 97.6
COc1ccccc1NC(=O)CSc1nnnn1Cc1ccccc1 | 97.7
Cc1cc(C(=O)NCc2ccccc2Br)no1 | 86.8
COc1ccccc1Oc1c(C)oc2c(CN3CCN(CCO)CC3)c(O)ccc2c1=O | 79.9
O=C(Nn1cnnc1)c1ccncc1 | 77.2
O=C(Nc1ccc2c(c1)CCC2)c1cnccn1 | 86.3
O=C(N1CCOCC1)N1CCC(NC(=O)C23CC4CC(CC(C4)C2)C3)CC1 | 104.5
CCC(C)(C)n1nnnc1C(c1ccccc1F)N1CCC(C(N)=O)CC1 (stereo not drawn) | 82.8
Cc1ccccc1-n1c(-c2ccncc2)n[nH]c1=S | 80.5
COc1ccc2c(c1)c(CCN1C(=O)c3ccccc3C1=O)cn2C(=O)c1ccco1 | 86.5
COC(=O)CNc1nc(OC)nc(N(C)C)n1 | 115.9
Cc1nn(C)cc1CNC(=O)c1cc2n(n1)C(C(F)(F)F)CC(c1cccs1)N2 (stereo not drawn) | 94.7
O=C(NC1CCCCCCC1)c1cnccn1 | 107.9
CCC(C)(C)NC(=O)CN(C(=O)CNS(=O)(=O)c1ccccc1)c1ccccc1 | 87.0
CCOC(=O)c1[nH]c2ccc(OC)cc2c1NC(=O)c1ccc2c(c1)OCO2 | 76.3
CN(C1=NC(=O)C(CC(=O)Nc2ccc(Br)cc2)S1)c1ccc(O)cc1 (stereo not drawn) | 91.8
COc1ccc(OC)c(NC(=O)CSc2nnc(N)s2)c1 | 88.9
CCCc1nc(SCC(N)=O)[nH]c(=O)c1CC | 104.5
COCCCNC(=O)Cn1nnc(-c2ccc(NC(=O)c3ccc(F)cc3)cc2)n1 | 72.8
Cc1nc2cc(S(=O)(=O)C(F)(F)F)ccc2s1 | 100.3
O=C(NCc1cccnc1)c1noc2c1CCCC2 | 98.5
O=C(NC(Cc1ccccc1)C(=O)O)c1ccc(S(=O)(=O)N2CCOCC2)cc1 (stereo not drawn) | 75.5
Cc1nc(NC(=O)c2ccc(Br)s2)sc1C(=O)N(C)C | 86.7
CCOC(=O)N1CCC2(CC1)C(C#N)=C(N)Oc1c2sc2nc(C)cc(C)c12 | 75.5
c1ccc(C2Nc3ccccc3-c3nc4ccccc4n32)nc1 (stereo not drawn) | 87.7
COC(=O)c1c(N)sc(C(=O)N2CCOCC2)c1C | 105.5
CCOC(=O)C1=C(NC#N)OC(C)=C(C)C1c1ccc(O)cc1 (stereo not drawn) | 89.3
CC(C)(C)OC(=O)NCC(=O)NCC(=O)OCc1ccccc1 | 97.3
CN(CCc1ccccn1)c1ncnc2[nH]ncc12 | 90.6
Cc1ccc(-c2nc(N)n(C(=O)Cc3ccccc3)n2)cc1 | 102.9
CCC(=O)O[C@@H]1CC(=O)O[C@H](C)CC=CC=C[C@@H](O)[C@H](C)C[C@H](CC=O)[C@H](O[C@H]2O[C@H](C)[C@@H](O[C@H]3C[C@@](C)(O)[C@@H](OC(=O)CC)[C@H](C)O3)[C@H](N(C)C)[C@H]2O)[C@H]1OC | 106.2
Cc1oc2nc(SCC(=O)NC3CCCCC3)nc(N)c2c1C | 88.8
Cc1ccc(-c2nn(C)c(=O)c3ccccc23)cc1CNC(=O)c1ccco1 | 76.4
Brc1ccccc1-c1nnc(-c2cccnc2)o1 | 90.0
CC(=O)N(CCCc1ccc(C(C)(C)C)cc1)CCCN(C)C | 84.5
CCOc1ccc(OCC)c(NC(=O)C2CCCN(S(=O)(=O)c3cccs3)C2)c1 (stereo not drawn) | 76.6
Cn1c(CCNC(=O)c2ccco2)nc2cc(NS(=O)(=O)c3ccc(Cl)cc3)ccc21 | 93.1
COc1ccc(OC)c(-c2cc(C(=O)Nc3c(C)nn(Cc4ccc(Cl)cc4)c3C)no2)c1 | 95.2
COc1nc(-c2ccccc2)ccc1-c1noc(-c2ccccc2)n1 | 92.0

Sorted by length of the SMILES (lowest first): 28 of the compounds above
SMILES | SK-BR-3 tox 24h
O=C(Nn1cnnc1)c1ccncc1 | 77.2
O=C1NCC(COCC2CC=CCC2)O1 (stereo not drawn) | 120.9
O=C(NC1CCCCCCC1)c1cnccn1 | 107.9
COc1ccc(Cl)cc1C(=O)NCC(C)C | 104.9
Cc1cc(C(=O)NCc2ccccc2Br)no1 | 86.8
O=C(NCc1cccnc1)c1noc2c1CCCC2 | 98.5
Brc1ccccc1-c1nnc(-c2cccnc2)o1 | 90.0
CN(CCc1ccccn1)c1ncnc2[nH]ncc12 | 90.6
CCOC(=O)c1nc(N)c(C(=O)OCC)[nH]1 | 100.5
COC(=O)c1c(N)sc(C(=O)N2CCOCC2)c1C | 105.5
COc1ccccc1NC(=O)CSc1nnnn1Cc1ccccc1 | 97.7
CC(C)(C)NC[C@H](O)COc1nsnc1N1CCOCC1 | 77.8
Cc1oc2nc(SCC(=O)NC3CCCCC3)nc(N)c2c1C | 88.8
Cc1nc(NC(=O)c2ccc(Br)s2)sc1C(=O)N(C)C | 86.7
CC(=O)N(CCCc1ccc(C(C)(C)C)cc1)CCCN(C)C | 84.5
COc1nc(-c2ccccc2)ccc1-c1noc(-c2ccccc2)n1 | 92.0
CCOC(=O)C1=C(NC#N)OC(C)=C(C)C1c1ccc(O)cc1 (stereo not drawn) | 89.3
O=c1[nH]n(CC2COC3(CCCCC3)O2)c(=O)c2ccccc12 (stereo not drawn) | 85.2
COc1ccc(C2C3=C(N=C4SCC(=O)N42)c2ccccc2CC3)cc1OC (stereo not drawn) | 108.0
CN(C1=NC(=O)C(CC(=O)Nc2ccc(Br)cc2)S1)c1ccc(O)cc1 (stereo not drawn) | 91.8
CCOC(=O)c1[nH]c2ccc(OC)cc2c1NC(=O)c1ccc2c(c1)OCO2 | 76.3
CCOc1ccc(OCC)c(NC(=O)C2CCCN(S(=O)(=O)c3cccs3)C2)c1 (stereo not drawn) | 76.6
CCOC(=O)N1CCC2(CC1)C(C#N)=C(N)Oc1c2sc2nc(C)cc(C)c12 | 75.5
COc1ccc2c(c1)c(CCN1C(=O)c3ccccc3C1=O)cn2C(=O)c1ccco1 | 86.5
COc1ccc(C2SCC(=O)N2c2c(C)n(C)n(-c3ccccc3)c2=O)c(OC)c1 (stereo not drawn) | 119.4
Cn1c(CCNC(=O)c2ccco2)nc2cc(NS(=O)(=O)c3ccc(Cl)cc3)ccc21 | 93.1
COc1ccc(OC)c(-c2cc(C(=O)Nc3c(C)nn(Cc4ccc(Cl)cc4)c3C)no2)c1 | 95.2
CCC(=O)O[C@@H]1CC(=O)O[C@H](C)CC=CC=C[C@@H](O)[C@H](C)C[C@H](CC=O)[C@H](O[C@H]2O[C@H](C)[C@@H](O[C@H]3C[C@@](C)(O)[C@@H](OC(=O)CC)[C@H](C)O3)[C@H](N(C)C)[C@H]2O)[C@H]1OC | 106.2

Continuation.
SMILES | SK-BR-3 tox 24h
CCOc1ccccc1NC(=O)C1CCCN(C(=O)NCc2ccccc2)C1 (stereo not drawn) | 94.6
CN1CCCCc2c1nc1c(c2N)CCCC1 | 79.3
CCCCC(=O)Nc1ccc2oc(-c3cccnc3)nc2c1 | 99.9
CC(=O)Nc1ccc2c(c1)n(C)c(=O)n2C | 93.8
Cc1ccc(NC(=O)Cn2nc(C)c3ccccc3c2=O)cc1 | 77.3
CN1CCN(CC(O)COCc2ccc3c(c2)OCO3)CC1 (stereo not drawn) | 63.8
O=C(NCCN1CCOCC1)c1cccc(Cl)c1 | 101.5
CC1(C)Cc2c(c(-c3ccco3)nc3n[nH]c(N)c23)CO1 | 103.3
COc1ccc(-c2onc3ccc(Cl)cc23)cc1OC | 93.2
COc1cc(-c2noc(-c3ccccc3C(=O)NCc3ccco3)n2)cc(OC)c1OC | 72.5
CCCc1cc(=O)oc2cc3oc(C)c(C)c3cc12 | 57.0
c1ccc(COn2c(-c3ccccc3)nc3c2CCc2nonc2-3)cc1 | 75.5
CC12CN3CC(C)(CN(C1)C3c1ccc(Br)cc1)C2 (stereo not drawn) | 135.2
CN(Cc1nc2ccccc2n1C)C(=O)c1cccs1 | 97.6
O=C(NC1CCN(Cc2nnnn2CCc2ccccc2)CC1)c1ccccc1F | 92.0
COCCn1c(N)c(C(=O)NCc2cccs2)c2nc3ccccc3nc21 | 99.7
CC(=O)Oc1ccc(N2C(=O)C3C4C=CC(O4)C3C2=O)cc1 (stereo not drawn) | 153.5
Cc1noc(COc2ccccc2OCC(O)CNC(C)(C)C)n1 (stereo not drawn) | 100.3
CCc1nc(Nc2ccc(N3CCN(C(C)=O)CC3)cc2)c2oc3ccccc3c2n1 | 79.0
COc1cc(OC)cc(-c2nnc(SCC(=O)N(C(C)C)C(C)C)o2)c1 | 39.2*
CCN(CC)Cc1c(O)ccc2c(-c3ccccc3)cc(=O)oc12 | 81.3
CCCCCn1c(CN2CCN(C(=O)OCC)CC2)nc2c1c(=O)n(C)c(=O)n2C | 70.5
Nc1ccc[n+](Cc2ccccn2)c1 | 78.4
COC(=O)[C@H](CCSC)NC(=O)NCc1cccs1 | 116.5
CSC(=O)CC(=O)NC(=O)c1ccccc1 | 103.9
COc1ccccc1N1C(=O)C2CC=CC(C)C2C1=O (stereo not drawn) | 106.6
Cc1nc(-c2cccc(-c3noc(C)n3)c2)no1 | 103.0
NC(=O)C1CCN(c2nc(-c3ccccc3)nc3c2oc2ccccc23)CC1 | 102.6
O=C(CCn1c(=O)c2sccc2n(Cc2cc(=O)n3ccccc3n2)c1=O)NCc1ccco1 | 74.7
CC1=C(C(=O)OCc2ccc3c(c2)OCO3)C(c2ccccc2)NC(=O)N1 (stereo not drawn) | 94.8
COC(=O)c1c(NC(=O)CN2CCN(c3ccccc3OC)CC2)c2c(C)cccc2n1C | 72.8
C=CCn1c(=O)c(C(=O)NCCNCC)c(O)c2ccccc21 | 123.7
CCC(C)[C@H](NC(=O)N1CCCC1)C(=O)O (stereo partly drawn) | 99.3
CCC(=O)N1c2ccccc2[C@@H](N(C(C)=O)c2ccccc2)C[C@H]1C | 82.3
COCCNc1c(-c2ccc(O)cc2)nc2ccc(Cl)cn12 | 101.4
COc1cc2c(cc1OC)CN(C(=O)CCCN1C(=O)c3ccccc3C1=O)CC2 | 102.6
Cc1nc(N)[nH]c(=O)c1CCC(=O)OCC(C)C | 81.6
CCCC(=O)C1=C(O)C(C(=O)OC)C(C)(C)CC1=Nc1ccncc1 (stereo not drawn) | 113.0
O=C(NCc1ccccn1)c1cn(CCc2ccccc2)nn1 | 92.0
CCCCOc1ccc(CSc2n[nH]c(C)n2)cc1 | 90.5
Cn1nnc(NC(=O)c2ccc(C(C)(C)C)cc2)n1 | 107.6
CCC(C)NC(=O)COc1ccc(S(=O)(=O)N2CCOCC2)cc1 (stereo not drawn) | 81.7
Cc1cccc(N2CCN(C(c3cccs3)c3nnnn3C(C)(C)C)CC2)c1C (stereo not drawn) | 85.5
COc1ccc(-c2cc(C(=O)NCc3cccnc3)no2)cc1OC | 56.1
CCCCNC(=O)c1ccccc1NC(=O)c1ccccc1N(C)S(C)(=O)=O | 89.8
Cc1ccc(C(C(=O)NCc2ccco2)N(CCc2ccccc2)C(=O)Cn2nnc3ccccc32)o1 (stereo not drawn) | 88.9
Cc1cc(NC(=O)c2cc(-c3ccco3)on2)n(-c2ccccc2)n1 | 96.8
COc1cc(C(=O)Nc2ccc(NC(=O)C3CC3)nc2)cc(OC)c1OC | 103.4
CC1(C)CC(=O)C2=C(C1)Nc1ncnn1C2c1ccccn1 (stereo not drawn) | 82.6
O=C(NCC1CCS(=O)(=O)C1)NCC1CCS(=O)(=O)C1 (stereo not drawn) | 79.3
c1ccc2oc(SCc3cn4ccccc4n3)nc2c1 | 105.7
CCOC(=O)N1CCN(Cc2nc3c(c(=O)n(C)c(=O)n3C)n2CCCc2ccccc2)CC1 | 76.6
Cc1cc(C)c2c(N)c(C(=O)Nc3nccs3)sc2n1 | 111.7
COc1ccccc1-c1nnc2sc(COc3ccc(Cl)cc3Cl)nn12 | 79.8
CCOC(=O)c1cnc(SCc2nc(N)nc(Nc3ccc(F)cc3)n2)nc1N | 89.5
COc1cccc(-c2nnc(Nc3nc4c(F)cccc4s3)o2)c1 | 93.3
CCOc1cc(C2C(C(=O)c3ccco3)=C(O)C(=O)N2CCc2ccccc2)ccc1O (stereo not drawn) | 107.3

A portion of the library; rates above refer to the full screens.
